High-throughput results from PubChem.
EPAC1 antag: qHTS for Antagonist of cAMP-regulated guanine nucleotide exchange factor 3 (EPAC1): primary screen | Rap guanine nucleotide exchange factor 3 (Homo sapiens), O95398 | EPAC1 GEF assay, Rap1b-BODIPY-GDP exchange fluorescence | Potency, µM (titrated, usually from 115 µM), inactives show at the highest dose activity change, negative = inhibition, usual class: inhibitors | 0.14% of 360,000 active | AID 720709, 2013;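 also: potency is read from the fitted curve at half-maximal effect; plate controls were vehicle for no effect and positive control for full effect; nearly all actives have a fitted effect of over 50% in size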
WRN helicase inh: qHTS for Inhibitors of WRN Helicase | Potency, µM (highest dose often 114 µM), for inactives: at the highest dose activity change, negative = inhibition, usual class: inhibitors | WRN helicase unwinding, fluorescent forked duplex, kinetic | Bifunctional 3'-5' exonuclease/ATP-dependent helicase WRN (Homo sapiens), Q14191 | 0.46% of 360,000 active; also: potency is read from the fitted curve at half-maximal effect; % is scaled to controls: 0 for no effect and ±100 for the full control effect; nearly all actives have a fitted effect of over 55% in size
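Kinetic red-fluorescence monitoring (525/598 nm) tracks WRN helicase activity after 100 nM fluorophore-quencher forked duplex and 2 mM ATP are added to 20 nM enzyme pretreated 15 min at room temperature with compound.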
Abeta rescue: qHTS for compounds that reverse cellular toxicity of Amyloid beta (A-beta) peptide in yeast: Primary Screen; yeast expressing A-beta42, growth rescue, OD600, 48 h; response scale: 0% DMSO, 100% iron-clioquinol control; AID 1347071, 2019; 0.063% of 410,000 active; Potency, µM (top dose mostly 46.1 µM), inactives show top-dose growth rescue, usual class: activators; also: potency is read from the fitted curve at half-maximal effect; nearly all actives have a fitted effect of over 55% in size
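Yeast growth medium received pinned compounds, then yeast cells expressing toxic A-beta were added; plates incubated at 30 C for 48 hr. Growth read as absorbance at 600 nm, normalized to DMSO and equimolar FeCl3 plus clioquinol controls.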
IL2 activator: qHTS of IL-2 Activators; IL-2 activation reporter assay, cell-based qHTS; stimulated with anti-CD3/CD4/CD28 beads; in transgenic mouse T cells; activation, % (series mostly up to about 46 µM); 0.065% of 360,000 active; in the data active = activation above about 50%; inconclusive = mostly about 30% to 49%; also: 0% is about no effect
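Readout: EGFP and DsRed signals by fluorescent plate cytometry. Unstimulated transgenic mouse T cells received compound 60 min before antibody-bead stimulation, then incubated 18 h at 37 degrees C.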
PLK1 PBD block: qHTS for Inhibitors of PLK1-PDB (polo-like kinase 1 - polo-box domain): Primary Screen. Serine/threonine-protein kinase PLK1 (Homo sapiens), P53350. Plk1 PBD binding of FITC phosphopeptide, fluorescence polarization. Potency, µM, for inactives: max response, negative = inhibition, usual class: inhibitors. 2.8% of 360,000 active. AID 720504, 2013; also: potency is read from the fitted curve at half-maximal effect; series mostly up to about 57 µM; % is scaled to controls: 0 for no effect and ±100 for the full control effect; nearly all actives have a fitted effect of over 65% in size
Target sequence (P53350 whole entry, looked up, the tested form may be a part): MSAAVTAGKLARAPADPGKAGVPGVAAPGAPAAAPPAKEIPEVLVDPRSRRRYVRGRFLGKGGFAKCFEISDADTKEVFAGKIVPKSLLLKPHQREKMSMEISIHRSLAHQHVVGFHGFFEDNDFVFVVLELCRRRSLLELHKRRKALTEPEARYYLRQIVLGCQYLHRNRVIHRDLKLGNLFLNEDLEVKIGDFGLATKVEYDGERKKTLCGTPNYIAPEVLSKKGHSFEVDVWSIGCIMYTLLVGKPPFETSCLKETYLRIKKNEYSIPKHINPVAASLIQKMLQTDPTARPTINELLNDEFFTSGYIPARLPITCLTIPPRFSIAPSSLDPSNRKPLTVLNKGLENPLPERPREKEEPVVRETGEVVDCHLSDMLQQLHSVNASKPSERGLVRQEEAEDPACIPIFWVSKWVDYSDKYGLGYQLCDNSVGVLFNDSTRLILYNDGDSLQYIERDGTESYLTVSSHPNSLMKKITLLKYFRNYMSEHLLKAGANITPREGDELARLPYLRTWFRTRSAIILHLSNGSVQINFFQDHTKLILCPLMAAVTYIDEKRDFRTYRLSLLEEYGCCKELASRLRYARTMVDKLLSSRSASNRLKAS
PI5P4K alpha inh: qHTS for Inhibitors of phosphatidylinositol 5-phosphate 4-kinase (PI5P4K); PI5P4Kalpha enzyme, ADP-Glo luminescence, 60 min; active compounds read low; 1.2% of 330,000 active; AID 652105, 2013; Phosphatidylinositol 5-phosphate 4-kinase type-2 alpha (Homo sapiens), P48426; max response, %; active = max response of -50% or lower; inconclusive = between -30% and -50%; inactive = -30% or higher; also: value at the top dose of about 77 µM; % is scaled to controls: 0 for no effect and ±100 for the full control effect
Target sequence (P48426 whole entry, looked up): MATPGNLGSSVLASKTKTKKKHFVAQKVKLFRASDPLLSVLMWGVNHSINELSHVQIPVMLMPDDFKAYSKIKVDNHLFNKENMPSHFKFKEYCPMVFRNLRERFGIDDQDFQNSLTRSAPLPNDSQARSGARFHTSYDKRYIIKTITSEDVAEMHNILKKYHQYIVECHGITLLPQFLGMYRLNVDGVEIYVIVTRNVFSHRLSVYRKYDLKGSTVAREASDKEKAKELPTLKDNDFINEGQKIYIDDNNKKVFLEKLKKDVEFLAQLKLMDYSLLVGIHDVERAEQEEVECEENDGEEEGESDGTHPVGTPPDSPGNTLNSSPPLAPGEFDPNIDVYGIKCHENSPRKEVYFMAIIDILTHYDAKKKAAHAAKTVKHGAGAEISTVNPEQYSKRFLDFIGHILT
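qHTS, 1536-well: enzyme/substrate mix, compound by pin tool, 5 microM ATP final; RT 60 min; ADP-Glo reagents 1 (45 min) then 2 (30 min); luminescence.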
aSyn rescue: qHTS of alpha-syn Inhibitors | 0.14% of 370,000 active | Potency, µM (doses to about 46.1 µM), without a hit: top-dose growth rescue (activation), most hits filed as activators | Yeast expressing alpha-synuclein, growth rescue, BacTiter-Glo, 24 h; also: potency is read from the fitted curve at half-maximal effect; % of control where 0% means no effect; nearly all actives have a fitted effect of over 65% in size
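Screening used galactose-induced yeast with toxic alpha-synuclein levels, exposed to compound for 24 hr at 30 deg C. Cell growth, read with BacTiter-Glo luminescence, gave the measured signal.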
EPAC1 agonist: qHTS for Agonist of cAMP-regulated guanine nucleotide exchange factor 3 (EPAC1): primary screen | Rap guanine nucleotide exchange factor 3 (Homo sapiens), O95398 | EPAC1 agonist qHTS, biochemical assay; response scale: 100% = response to 6.5 mM cAMP | Potency, µM (top dose mostly 154 µM), without a hit: at the top dose activation, most hits filed as activators | 0.073% of 360,000 active | AID 720707, 2013; also: potency is read from the fitted curve at half-maximal effect; nearly all actives have a fitted effect of over 60% in size
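Normalized to 6.5 mM cAMP, activity reflects EPAC1-catalysed release of BODIPY-GDP from Rap1B, followed kinetically over 30 min at 480 nm excitation, 540 nm emission. Reaction contained 100 nM EPAC1, 250 nM Rap1B-BODIPY-GDP, 50 uM GDP.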
FUS yeast rescue: qHTS for Suppressors of FUS Proteinopathy: Primary screen using FUS-linked yeast assay; 0.24% of 390,000 active; Potency, µM (doses to about 76.6 µM), without a hit: top-dose growth rescue (activation), hits mostly activators; S. cerevisiae FUS-expressing, growth rescue, OD600, 24 h;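 also: potency is read from the fitted curve at half-maximal effect; plate controls were DMSO vehicle for no effect and reference control for full effect; nearly all actives have a fitted effect of over 55% in size; some results filed as inactive show a strong effect at the top dose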
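Absorbance at 600 nm, taken 24hr after compound addition, measured rescue of FUS-yeast growth at 30C. Induction used 2% galactose with seeding at OD 0.005. Controls: CP55940 from 92uM final, DMSO only.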
An asterisk follows results filed as active; u = inconclusive; x = no result given; & = joins results of further samples; [ ] = remark or other dose. Unless noted, calls follow the shape of the dose curve; as a rule, active = well fitted curve in the direction sought with a large enough effect; inconclusive = small, poorly fitted or top-dose-only effect, or another doubt; inactive = no such curve, though single readings can be large; an effect the other way counts as inactive or inconclusive.

Value order – EPAC1 antag | WRN helicase inh | Abeta rescue | IL2 activator | PLK1 PBD block | PI5P4K alpha inh | aSyn rescue | EPAC1 agonist | FUS yeast rescue
- O=C(CC1C(=O)NCCN1Cc1ccc(F)cc1)NCCOc1cccnc1 (stereo not drawn)
 : -4% | -31%[57.1 µM] | -7% | -2.6 | -7% | 0 | -1% | -2% | -2%
- CC(C)Cn1c(SCC(=O)NCCCN2CCCC2=O)nc2ccccc21
 : 10% | 7% | -12% | -0.4 | -19% | 1 | -2% | 10% | 6%
- Oc1c(Cl)cc(Cl)cc1/C=N/Nc1ncc(Br)cn1
 : -10% | 8% | -13% | -0.2 | -20% | 5 | 1µM* | 3% | 18%
- CCC(C)NC(=O)/C=C/c1cccs1 (stereo not drawn)
 : 13% | 11% | 8% | -1.7 | -11% | -5 | 2% | 7% | 4%
- Cc1ccc2c(c1)c1nnc(SCC(=O)Nc3ccc(N(C)C)cc3)nc1n2CC(=O)O
 : 2% | -15%[11.6 µM] | 9% | 0.4 | -16% | -5 | 0% | 0% | 18%
- O=P(O)(CCc1ccccn1)CN1CCOCC1
 : -10% | 1% | -19% | 2.1 | -5% | x | -17% | 6% | u
- CCN(c1ccccc1C)S(=O)(=O)c1nnc(NC(=O)c2ccco2)s1
 : 17% | -11%[11.6 µM] | 10%&0% | -0.9 | u | -9 | 2% | 8% | 18%&13%
- CCOC(=O)N1CCN(C(=O)Cn2cnc3ccccc3c2=O)CC1
 : 14% | 5% | 8% | -5.2 | -12% | -1 | -7% | 4% | -11%
- Cc1nn(Cc2ccc(Cl)c(Cl)c2)c(C)c1NC(=O)c1cc(-c2ccco2)on1
 : 0% | -10% | u | 2.0 | -2% | x | 10% | -1% | u
- O=C(CSc1nnc(CCCO)n1-c1ccccc1)NCCc1ccccc1
 : 9% | 3% | -6% | 1.2 | -5% | x | 2% | 7% | 32%
- O=C(Cc1ccccc1)Nc1ccccc1N1CCCC1
 : -9% | -4% | 10% | -0.7 | -6% | 1 | -1% | -8% | 4%
- CCCC1Oc2ccccc2C(=O)N(CC(=O)c2ccc3c(c2)OCCO3)C1=O (stereo not drawn)
 : -9% | -6% | -14% | -2.0 | u | 2 | 1% | 9% | 10%
- COc1ccc(-c2cc(C(=O)NCc3cn(C)nc3C)c3ccccc3n2)cc1OC
 : -2% | 8% | 26% | -0.3 | -4% | -6 | 6% | -12% | x
- Nc1ccccc1C(=O)N1CCc2ccccc21
 : 13% | -1% | -7% | -0.1 | -5% | -5 | -2% | 16% | -5%
- O=C(CC(=O)Nc1ccccc1)Nc1ccccc1
 : -7% | -9% | 2% | 2.9 | -8% | 1 | -2% | 7% | 5%
- O=C1c2cccc3c(O)ccc(c23)C(=O)N1c1ccc(Cl)cc1
 : 252%[activator] | u | -8% | 1.1 | 4.7µM* | u | -4% | 100µM* | u
- NC(=O)C1CCN(c2nc(-c3cccc(N)c3)cs2)CC1
 : -23% | x | -10% | 0.5 | x | x | x | -13% | -5%
- C#CCCOC(=O)Nc1ccccc1
 : -6% | 7% | 4% | -2.0 | -3% | 2 | 3% | 8% | -36%
- COc1ccc(C(=S)N2CCCC2)cc1OC
 : 9% | 0% | 10% | 3.8 | -3% | 1 | -1% | -6% | 3%
- Cc1ccc(S(=O)(=O)N(C)CCCC(=O)n2nc(C)cc2C)cc1
 : 2% | 5% | -10% | -0.2 | -3% | 7 | 1% | -6% | 15%
- CCCn1c(CNC(=O)c2ccccc2)nc2ccccc21
 : 7% | 5% | 16% | -0.9 | -2% | x | 0% | -4% | 13%
- COc1ccc(OC)c(NC(=O)Nc2nnc(N3CCC(C)CC3)s2)c1
 : -2% | 1% | 0% | -2.0 | 5% | 2 | 1% | -19% | -13%
- COc1ccccc1CNC(=O)c1ccc2nc3[nH]c4ccccc4c3nc2c1
 : 17% | -2% | 10% | -0.2 | -1% | 0 | -2% | -11% | 27%
- C/C(CC(=O)Nc1cccc(Cl)c1Cl)=N\NC(=O)C(=O)NC1CCCCC1
 : -8% | -8% | 8% | 0.7 | -10% | -4 | -1% | 7% | 9%
- CCc1ccc(S(=O)(=O)NC(=S)NC2CCCCC2)cc1
 : -13% | -8% | 3% | 0.3 | 0% | -17 | 0% | -3% | 15%
- COc1ccc(Cn2c(=O)[nH]c3cc(C(=O)NCCc4ccc(S(N)(=O)=O)cc4)ccc3c2=O)cc1
 : -17% | 4% | -16% | -0.1 | -16% | -13 | 2% | -1% | 30%
- COc1ccc(OCCCC(=O)N(C)CC(=O)Nc2c(C)cccc2C)cc1
 : 6% | 2% | 5% | 0.1 | -5% | 2 | 1% | -4% | 13%
- Cn1c(=O)n(C)c2cc(/C=N/N=C3/NC(=O)C(CC(=O)O)S3)ccc21 (stereo not drawn)
 : -22% | -10% | -8% | 0.3 | -11% | 0 | -9% | -2% | 43%
- COc1cccc(CC(=O)Nc2ccc3c(c2)c(=O)n(C)n3-c2ccc(C(C)(C)C)cc2)c1
 : -17% | -7% | -15% | -0.4 | -4% | 2 | -5% | -9% | -1%
- Cc1ccc(Cl)c(OCC(=O)NCC(c2cccs2)N2CCOCC2)c1 (stereo not drawn)
 : 9% | -11% | -9% | -5.2 | -1% | 10 | -5% | 0% | 8%
- COc1ccc(C(=O)/C=C\N2CCOCC2)cc1
 : 2% | -16% | 0% | -0.6 | -1% | -25 | 11% | 11% | u
- CC1CN(S(=O)(=O)c2ccc(Cl)c(C(F)(F)F)c2)CC(C)O1 (stereo not drawn)
 : -6% | 2% | 4% | 0.4 | 0% | x | -8% | -11% | 6%
- O=C(CSc1nc2c(c(=O)n1-c1ccc(F)cc1)SCC2)NCC1CCCO1 (stereo not drawn)
 : 3% | -4% | -5% | -2.3 | -9% | x | 1% | -6% | 19%
- CC(C)[C@H](NC(=O)Nc1ccc2c(c1)OCCO2)C(=O)O
 : -21% | 6% | -7% | 5.5 | -6% | x | -14% | 0% | 20%
- CC(=O)O[C@@H]1[C@H]2[C@@H](C[C@@H](C)[C@@H]3C=CC(=O)[C@@]13C)OC(=O)[C@@H]2C
 : -9% | -3% | -22% | 1.1 | -4% | 4 | -2% | -11% | -27%
- COc1ccc(-c2cn3nc(SCC(=O)NC4CCCCC4)ccc3n2)cc1
 : -11% | 20% | -18% | -3.7 | -21% | 3 | -6% | 1% | 16%
- Cc1ccc(/C=N/n2c(-c3cccnc3)n[nH]c2=S)s1
 : -10% | -9% | 1% | -3.3 | -6% | -15 | 2% | -2% | x
- Cc1cccc2c(=O)n3c(nc12)CCCCC3
 : 9% | 1% | 24% | 0.5 | -1% | 1 | 4% | -12% | 4%
- N#Cc1c(C(F)(F)F)cc(-c2ccc(Cl)c(Cl)c2)nc1SCCN1CCOCC1
 : 6% | 11% | -11% | -1.3 | -10% | x | -13% | -2% | 10%
- COc1cccc(C(=O)NCCS(=O)(=O)N2CCc3ccccc3C2)c1
 : -2% | -4% | 1% | -1.0 | -4% | 2 | 3% | u | -1%
- Cc1ccc(N(CC(=O)NC(C)C)C(=O)CCC(=O)Nc2ccccn2)cc1
 : -11% | 10% | 8% | -0.8 | 8% | 0 | 0% | 2% | 4%
- O=C(N/N=C\c1cn[nH]c1-c1ccccc1)c1ccc([N+](=O)[O-])cc1
 : -9% | -10% | -4% | -0.2 | -5% | 0 | 3% | 1% | 0%
- Cc1ccc(-c2ccc(=O)n(Cc3cc(C)ccc3C)n2)cc1
 : -17% | 11% | -11%&-13% | -0.5 | u | 5 | 0% | 17% | 11%&14%
- CCOc1ccc(CCNC(=O)COC(=O)CCC(=O)c2cccs2)cc1OCC
 : 8% | -12% | -1% | -1.6 | -3% | 5 | -7% | -5% | 12%
- CCOC(=O)CSc1cc(CS(=O)(=O)c2ccccc2)nc(-c2ccccc2)n1
 : -9% | -28%[57.1 µM] | -17% | -2.8 | -17% | 0 | -20% | -8% | -14%
- Cc1ccc(SCC(=O)N2CCCC2)cc1
 : -7% | 7% | 15% | 3.9 | -5% | x | 2% | 4% | 21%
- O=C(NCc1ccccc1)C1c2ccccc2OCC(=O)N1Cc1ccco1 (stereo not drawn)
 : -2% | -3% | -5% | 0.7 | -2% | 2 | u | 0% | 0%
- O=C(NCCc1ccccc1)C1CCC(=O)N(Cc2ccc(Cl)cc2)C1 (stereo not drawn)
 : 16% | -16% | 13% | -3.1 | 0% | 0 | 11% | -1% | 12%
- O=C(O)c1cccc(C(=O)c2cccc(C(=O)O)c2)c1
 : -1% | 0% | 6% | -2.1 | -3% | u | 3% | -4% | -7%
- CCOc1ccc(OCCC(=O)OCC(=O)NCc2ccc(Cl)cc2)cc1
 : 0% | -15% | -3% | -0.4 | -2% | 2 | 1% | -11% | -8%
- NC(=O)CSc1nc(O)cc(=O)n1-c1ccccc1
 : 7% | 5% | -16% | -1.4 | -10% | -5 | 1% | -3% | -20%
- COCCSc1nnc(NC(=O)Cc2ccccc2OC)s1
 : 3% | -2% | 13% | -2.3 | -8% | x | 0% | 4% | 19%
- CC1C/C(=C/c2cccn2C)C(=O)/C(=C/c2cccn2C)C1 (stereo not drawn)
 : 0% | -15% | 4% | 15 | 14% | 11 | 5% | u | 26%
